# SUMO1-SIM PPI: modulators of SUMO1 protein-protein interactions, primary screen, biochemical, uHTS; Small ubiquitin-related modifier 1 (Homo sapiens), P63165; SUMO1 binding to a labelled peptide, TR-FRET, 1 h; inhibition, % at 20 µM; actives 0.33% (n = 360,000); in the data active = inhibition above about 37%
# CSN inh: inhibitors of CSN-mediated cullin deneddylation, primary screen, biochemical, fluorescence polarization, uHTS; actives 0.38% (n = 360,000); inhibition, % at 12.5 µM; Purified CSN, SCF-Nedd8-OG deneddylation; COP9 signalosome complex subunit 5 (Homo sapiens), Q92905;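 active = pattern-corrected inhibition above about 35%, with an unprinted fluorescence ratio check between 0.5 and 1.5, limit read from the data, passing the limit was not always enough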;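 note: 0% = enzyme with substrate and 100% = substrate without enzyme; some results filed as inactive read as strong as hits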
#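 Assay system: HEK293T-derived human Csn5 enzyme; quantity: 0.24 nM enzyme; medium: Tris/NaCl/DTT buffer, pH 7.5; also added: substrate SCFSkp2-Nedd8OG, 10 nM; doses: 12.5 µM compound; schedule: 90 min reaction at room temperature; signal: FP; read-out: % inhibition of substrate cleavage by Csn5; benchmarks: substrate-only high control, full reaction low control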
# Rpn11 inh: Rpn11 (PSMD14) deubiquitinase inhibitors, primary screen, biochemical, fluorescence polarization, uHTS | 26S proteasome non-ATPase regulatory subunit 14 (Homo sapiens), O00487 | human 26S proteasome, Ub4-pepOG fluorescence polarization; 20S core pre-blocked with epoxomicin | calls only at 20 µM | actives 0.59% (n = 360,000) | AID 588493, 2011;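 active = inhibition at 20 µM, scaled to each plate's controls, above about 33%, limit read from the data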
# Target sequence (O00487 whole entry, looked up): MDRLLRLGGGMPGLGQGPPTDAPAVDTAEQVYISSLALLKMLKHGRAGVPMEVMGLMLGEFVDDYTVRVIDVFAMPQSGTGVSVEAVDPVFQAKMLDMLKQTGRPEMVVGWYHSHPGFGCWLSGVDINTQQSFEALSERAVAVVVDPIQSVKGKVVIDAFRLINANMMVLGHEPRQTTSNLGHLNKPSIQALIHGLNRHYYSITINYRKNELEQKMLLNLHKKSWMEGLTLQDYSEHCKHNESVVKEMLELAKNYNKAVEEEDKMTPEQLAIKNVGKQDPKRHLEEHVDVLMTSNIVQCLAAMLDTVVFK
# DNMT1 inh: human DNMT1 methyltransferase inhibitors, primary screen, biochemical, molecular beacon, fluorescence, HinP1I cleavage, uHTS; DNA (cytosine-5)-methyltransferase 1 (Homo sapiens), P26358; inhibition (reported as % activation of signal), % at 10 µM; actives 0.83% (n = 360,000); in the data active = inhibition above about 50%
# LMPTP inh: LMPTP phosphatase inhibitors, primary screen, biochemical, fluorescence intensity, uHTS. Low molecular weight phosphotyrosine protein phosphatase (Homo sapiens), P24666. recombinant LMPTP-A, OMFP fluorogenic substrate. inhibition, % at 20 µM. actives 0.22% (n = 360,000). AID 651560, 2012;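 active = compounds that cut the enzyme signal by at least half of the control window in the single-dose screen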;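 note: plate controls were DMSO wells with enzyme plus substrate for no effect and substrate without enzyme for full effect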
#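 Test system: LMPTP-A, protein tyrosine phosphatase of low molecular weight; Input: 0.625 nM enzyme; Incubation: 50 min dark incubation at room temperature; Signal: endpoint fluorescence intensity from OMFP dephosphorylation; Read-out basis: % inhibition versus control wells.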
# NadD block: inhibitors of S. aureus NadD, primary screen, biochemical, colorimetric, uHTS; Nicotinate-nucleotide adenylyltransferase NadD (Staphylococcus aureus N315); inhibition, % at 20 µM; purified NadD enzyme, colorimetric absorbance read-out; actives 0.78% (n = 360,000); AID 602399, 2012; in the data active = inhibition above about 26%; note: some compounds past the cut are filed as inactive
# TbMetRS inhib: T. brucei MetRS inhibitors, primary screen, biochemical, luminescence; methionyl-tRNA synthetase (Trypanosoma brucei brucei); purified T. brucei MetRS, ATP depletion, Kinase-Glo luminescence; actives 0.4% (n = 360,000); inhibition, % at 11.9 µM; AID 624268, 2012;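 active = inhibition above a per-plate cutoff of the control wells' mean inhibition plus 3 SD, cut at about 5.5% in these data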;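 note: 0% = DMSO wells median and 100% = median of wells with control inhibitor compound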
#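 Dosing: 11.9 µM compound single dose, 0.9% DMSO; Assay system: purified T. brucei MetRS enzyme; Measured by: Kinase-Glo luciferase luminescence reporting remaining unconsumed ATP; Schedule: 15 min plus 2 h at 25 °C.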
# STEP block: STEP phosphatase inhibitors, primary screen, biochemical, fluorescence intensity, uHTS. Tyrosine-protein phosphatase non-receptor type 5 (Homo sapiens), P54829. recombinant STEP, OMFP fluorogenic substrate. inhibition, % at 20 µM. actives 0.25% (n = 360,000). AID 588621, 2011;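 active = inhibition at 20 µM, scaled per plate between control wells, above about 37%, limit read from the data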;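 note: 0% = DMSO with enzyme and substrate and 100% = substrate only without enzyme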
# Target sequence (P54829 whole entry, looked up): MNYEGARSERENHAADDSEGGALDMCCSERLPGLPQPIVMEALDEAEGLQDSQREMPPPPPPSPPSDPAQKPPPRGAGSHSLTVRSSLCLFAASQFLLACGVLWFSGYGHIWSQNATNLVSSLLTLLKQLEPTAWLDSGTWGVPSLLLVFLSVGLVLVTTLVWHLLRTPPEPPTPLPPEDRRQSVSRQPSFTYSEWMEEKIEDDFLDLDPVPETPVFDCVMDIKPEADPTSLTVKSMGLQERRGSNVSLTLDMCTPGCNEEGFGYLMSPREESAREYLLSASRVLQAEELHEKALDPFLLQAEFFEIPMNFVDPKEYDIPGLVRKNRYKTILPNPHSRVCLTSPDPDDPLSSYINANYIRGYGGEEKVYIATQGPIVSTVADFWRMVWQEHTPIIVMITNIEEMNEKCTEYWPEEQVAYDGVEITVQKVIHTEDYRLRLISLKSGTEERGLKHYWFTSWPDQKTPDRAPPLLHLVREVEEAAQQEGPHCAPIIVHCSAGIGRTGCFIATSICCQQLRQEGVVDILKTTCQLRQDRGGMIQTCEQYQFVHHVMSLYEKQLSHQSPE
#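 System: STEP (striatal-enriched tyrosine phosphatase) enzyme, cell-free; medium: Bis-Tris pH 6.0 buffer with DTT, detergent; dosing: 20 µM, 1% DMSO; times: reaction 20 min, ambient temperature; detection: fluorescence, 480/540 nm; read-out basis: normalized % inhibition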
# Scp-1 inhibitor: Scp-1 phosphatase inhibitors, primary screen, biochemical, colorimetric, uHTS; Recombinant Scp1, phosphopeptide, malachite green phosphate absorbance; inhibition, % at 20 µM; actives 0.88% (n = 340,000); AID 493091, 2011;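 active = inhibition above about 50% at 20 µM, limit read from the data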;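 note: plate controls were DMSO wells with enzyme for no effect and wells lacking enzyme for full effect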
# Target sequence (Q9GZU7 76-261 limits assumed): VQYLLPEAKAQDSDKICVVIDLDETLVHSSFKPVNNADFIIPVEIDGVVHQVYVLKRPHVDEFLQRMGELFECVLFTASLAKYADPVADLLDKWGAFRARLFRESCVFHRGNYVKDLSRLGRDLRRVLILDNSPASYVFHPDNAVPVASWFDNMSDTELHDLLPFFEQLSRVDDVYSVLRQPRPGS
#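 Test system: SCP-1 phosphatase catalytic domain, residues 76-261 | Compound dosing: One concentration, 20 µM, with 1.0% DMSO | Schedule: 45 min room-temperature reaction, 5 min colour, 30 min stabiliser | Detection: Absorbance at 630 nm | Read-out basis: % inhibition of SCP-1 phosphate liberation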
# MsrA inhibitor: bovine MsrA enzyme inhibitors, primary screen, biochemical, absorbance, HTS; actives 0.75% (n = 360,000); inhibition, % at 15.5 µM; Methionine sulfoxide reductase A (Bos taurus); purified bovine MsrA, absorbance read-out; in the data active = inhibition above about 4.5%;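 note: 0% = vehicle wells with enzyme and 100% = reference inhibitor wells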
# * = called active by the depositor; i = inactive; nt = no result given. The order is random, and some 3.9% of all compounds hit somewhere here.
SMILES,SUMO1-SIM PPI,CSN inh,Rpn11 inh,DNMT1 inh,LMPTP inh,NadD block,TbMetRS inhib,STEP block,Scp-1 inhibitor,MsrA inhibitor
CCC1(CC)C(=O)N=C2c3ccccc3C(=O)N21,1,-2,i,0,-1.3,-6,-0.4,-2,-7,-1.2
Oc1ccc2n[nH]nc2c1,1,-6,i,5,-0.8,0,-0.2,1,-9,1.3
CCN(CC)C(=O)Oc1ccc2c(=O)c(-c3ccccc3)coc2c1,-4,2,i,-4,-0.2,-8,-0.2,-1,-2,-0.7
COc1cccc(NC(=O)N(CCCN2CCOCC2)C(C)c2cc3ccccc3o2)c1 (centres undefined),-3,2,i,-5,-1.0,-6,0.1,-4,1,-0.9
CCN1C(=O)C2C(c3cccc(F)c3)NC(CC)(C(=O)OC)C2C1=O (centres undefined),-4,-3,i,1,-1.1,-2,-0.5,-1,2,0.3
COc1cc(N2C(=O)C=CC2=O)c(OC)cc1Cl,7,-3,i,-8,-0.1,-1,-0.7,2,2,0.0
Cc1ncsc1CCOC(=O)c1cccnc1,0,5,i,3,-0.6,-4,-0.5,2,-6,-0.4
O=C(N/N=C/c1ccc2c(c1)OCO2)c1ccc2ccccc2n1,-7,3,i,7,2.5,15,-0.7,1,16,3.6
CCOC(=O)Cn1nc(/C=C/c2ccccc2)ccc1=O,-15,6,i,1,-1.1,-5,-1.4,-8,4,-0.4
CC1(C2CC2)NC(=O)N(CC(=O)N2CCN(c3ccccc3F)CC2)C1=O (centres undefined),-19,-1,i,-2,4.8,2,-0.6,-3,nt,1.0
Cn1ccnc1SCC(=O)Nc1cccc(C#N)c1,4,-2,i,-2,-0.5,1,-0.3,-4,-1,1.1
COc1ccc2c(C)nc(Nc3nc(C)cc(C)n3)nc2c1,8,-1,i,-7,0.2,11,-0.1,-3,-3,0.6
O=C(c1ccco1)N1CCN(C(=O)c2ccccc2Oc2ccccc2)CC1,-3,3,i,5,-1.7,2,-1.4,2,-3,-1.4
C/C(=N\NC(=O)c1c(Cl)c(C)nn1C)c1cccc(NC(=O)COc2ccc(Cl)cc2)c1,4,0,i,1,3.9,-8,0.6,-5,-10,0.9
Cc1cc2c(cc1C)NC(=O)CC(c1ccccc1)=N2,-13,-2,i,-6,0.5,0,0.2,-4,2,0.9
CS(=O)(=O)N1CCCCC1c1cc(C(=O)Nc2cccc(C#N)c2)no1 (centres undefined),-2,-4,i,1,-1.2,-11,-0.2,-3,nt,-0.6
O=C(NC(=O)c1csnn1)Nc1ccccc1Cl,-2,0,i,-5,-0.8,5,-0.4,8,-5,-1.2
Cn1c(C(=O)O)c(CC(=O)Nc2ccccc2F)c2ccccc21,5,-1,i,4,-2.9,-2,0.0,0,0,-0.1
CCc1nccn1S(=O)(=O)c1ccc(C)c(C)c1,-4,-3,i,9,-1.8,-5,-1.6,-4,-1,-1.1
CCOC(=O)/C=C(/C)N1N=C(c2ccc(OC)cc2)CC1c1cccc([N+](=O)[O-])c1 (centres undefined),-13,-9,i,-5,1.7,0,-1.0,4,0,-0.2
COc1ccc([N+](=O)[O-])cc1NC(=O)c1cc(C)c(C)o1,1,-7,i,0,-0.9,1,-2.0,1,9,0.5
CC(C(=O)Nc1nc2ccccc2s1)n1cc([N+](=O)[O-])cn1 (centres undefined),-4,4,i,3,-1.4,-9,1.0,-2,-12,-0.8
CSc1cc(/C=N/O)c(SC)s1,-2,-5,i,-2,1.5,-6,-1.1,-2,-11,0.1
Cc1cccc(C)c1NC(=O)CN(C)C(=O)C(c1ccccc1)c1ccccc1,-2,6,i,1,-1.1,-1,-0.7,0,-3,-1.7
Brc1ccc(CNc2cc3c(cc2Br)OCCO3)cc1,3,0,i,1,2.8,0,0.5,3,-9,3.3
CS(=O)(=O)N1CCC2(CC1)OCCN2S(=O)(=O)c1ccccc1,2,-5,i,0,-1.5,-2,0.0,0,-4,0.3
COc1ccc(CCNCCC(=O)Nc2c(C)cc(C)cc2C)cc1OC,2,-1,i,1,-1.4,1,-0.9,-1,3,0.4
COc1ccc(CN(C)CC(=O)NC(C)c2ccccc2)cc1OC (centres undefined),0,4,i,5,-1.4,-11,-0.4,-6,-5,0.2
COCCN1C[C@@H](CO)O[C@@H](n2cnc3c(NCc4ccc(F)cc4)ncnc32)C1,-3,3,i,5,-1.5,-1,-0.3,0,nt,-1.6
COc1ccccc1-c1ocnc1C(=O)N1CCN(S(=O)(=O)c2ccc(NC(C)=O)cc2)CC1,3,1,i,-2,0.3,0,-0.1,2,-5,0.5
CC1CCC(CN2CCN=C2N(C)C)CC1 (centres undefined),11,5,i,-1,-1.0,-2,-0.2,0,11,0.2
CS(=O)(=O)N(CCc1ccccc1)CC(=O)NCc1cccnc1,-1,2,i,7,0.1,4,-1.8,-2,2,-0.1
CCCc1nc2c(C)cc(Br)cn2c1Cc1ccsc1,3,-9,i,-4,0.2,1,0.3,12,nt,-0.4
COC(=O)c1ccccc1NC(=O)C(=O)NCc1ccncc1,-1,-3,i,-2,-0.5,-1,-0.9,-2,3,-1.0
CCOC(=O)c1cc(OC(=O)c2cccs2)n(-c2ccccc2)n1,-2,3,i,3,-1.5,1,-0.5,-4,-4,nt
COc1ccc(-c2cc(Cl)cc3c(=O)c4ccccc4n(C)c23)cc1F,-23,-1,i,-4,2.3,10,-0.3,3,-8,0.8
O=C(COC(=O)COc1ccc(Cl)cc1Cl)NC1CCS(=O)(=O)C1 (centres undefined),-1,-2,i,-4,-2.0,-3,0.4,-2,-2,-0.5
COc1ccc(-n2c3c(cc(C(=O)N4CCC(C)CC4)c2=O)C(=O)CC(C)(C)C3)cc1,3,1,i,0,-0.4,0,0.7,2,-8,0.8
O=C(c1ccco1)N1N=C(c2ccco2)CC1c1ccc(Cl)cc1Cl (centres undefined),-12,4,i,-3,4.1,31*,-0.2,1,3,3.2
COc1cc(-c2noc(C)c2/C=C/c2ccc(N)cc2)cc(OC)c1OC,-1,2,i,-29,2.2,-2,-0.2,0,4,0.6
Cc1cc(C)nc(/N=C2\NC(=O)CC(C(=O)O)N2c2ccc(Cl)cc2Cl)n1 (centres undefined),2,-10,i,5,-0.4,6,-0.1,1,7,1.9
COc1ccc(NC(=S)Nc2cccc(S(=O)(=O)N3CCCCC3)c2)cc1,0,-1,i,-6,-0.6,-1,0.9,3,-12,3.0
N#CC1=C(N)Oc2n[nH]c(-c3cccs3)c2C1C1C=CCCC1 (centres undefined),9,-5,i,-14,1.7,5,0.0,-2,-2,-0.5
CCCCC/C(=N\NC(=O)Nc1ccccc1)c1ccccc1,-2,2,i,17,0.7,-2,-1.4,-2,4,1.5
COc1cccc(-c2c(C(=O)N/N=C/C3CC=CCC3)nnn2-c2nonc2N)c1 (centres undefined),3,7,i,0,-2.3,1,-0.9,-2,6,-0.6

# Records listed above that bear a hit mark in NadD block.
Structure,SUMO1-SIM PPI,CSN inh,Rpn11 inh,DNMT1 inh,LMPTP inh,NadD block,TbMetRS inhib,Scp-1 inhibitor,MsrA inhibitor
O=C(c1ccco1)N1N=C(c2ccco2)CC1c1ccc(Cl)cc1Cl (centres undefined),-12,4,i,-3,4.1,31*,-0.2,3,3.2

# Single entries from above.
# COc1cc(-c2noc(C)c2/C=C/c2ccc(N)cc2)cc(OC)c1OC | LMPTP inh = 2.2
# N#CC1=C(N)Oc2n[nH]c(-c3cccs3)c2C1C1C=CCCC1 (centres undefined) | NadD block = 5
# COc1ccc(NC(=S)Nc2cccc(S(=O)(=O)N3CCCCC3)c2)cc1 | TbMetRS inhib = 0.9
# COc1cccc(-c2c(C(=O)N/N=C/C3CC=CCC3)nnn2-c2nonc2N)c1 (centres undefined) | NadD block = 1

# Carrying on.
SMILES,SUMO1-SIM PPI,CSN inh,Rpn11 inh,DNMT1 inh,LMPTP inh,NadD block,TbMetRS inhib,STEP block,Scp-1 inhibitor,MsrA inhibitor
Cc1ccsc1C(=O)N1CCCC(N(C)Cc2ccccc2)C1 (centres undefined),6,-7,i,1,-0.8,1,-0.4,-3,-4,-1.7
c1ccc(COc2cccc(-c3cc4nc(NCCCn5ccnc5)ccn4n3)c2)cc1,-1,3,i,-16,-2.4,25,-0.2,1,nt,-0.2
O=C(Nc1ccc(S(=O)(=O)N2CCC(C(=O)NC3CCCCC3)CC2)cc1)c1ccco1,-1,-1,i,1,1.3,-3,0.1,-2,-8,-1.3
N[C@@H](Cc1ccc(O)cc1)c1nnc([C@H](CC(=O)O)NC(=O)C2CCNCC2)o1,1,2,i,1,-4.0,-3,0.1,-3,-3,-0.3
CC(C)(C)OC(=O)N1CCC[C@H]1c1nnc(SCc2c(F)cccc2Cl)o1,0,2,i,-1,0.3,-8,-0.7,-2,6,-1.2
CC(C)C1Cc2c(sc(NC(=S)NC(=O)c3ccccc3)c2C#N)CO1 (centres undefined),3,1,i,-3,3.9,4,0.6,-1,-8,-1.2
CCc1ccc(/C(C)=N/NC(=O)CNC(=O)/C=C/c2ccco2)cc1,108*,38*,nt,92*,9.3,27,-0.7,24,94*,nt
COc1ccc(C(=O)Cn2c(N3CCCCC3)nc3c2c(=O)n(C)c(=O)n3C)cc1OC,-2,3,i,-1,-1.9,-2,-0.5,0,-6,-0.3
Cc1cc(NC(=O)c2ccccc2)sc1C,5,0,i,0,-0.5,4,-2.5,-1,-7,1.2
CCC(Oc1cc(Cl)ccc1Cl)C(=O)NN1C(=O)C2C3CCC(C3=C(C)C)C2C1=O (centres undefined),0,4,i,2,2.2,-13,-0.1,3,-8,0.3

# Screening data: PubChem BioAssay, several laboratories
